Bioassay records (PubChem BioAssay)
Cardiac RTF inh – cardiac RTF calcium desensitization; inhibition, % at 7.15 µM; IANBD-labeled cardiac RTF, Ca2+ fluorescence; 340,000 compounds, 0.12% hits; AID 493244; P19429+P45379;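 active = inhibition above the mean inhibition of all tested compounds plus 3 SD, cut at about 17% in these data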;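 also: assay run at fixed EC70 calcium of 1.6 mM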
PvdQ acylase – P. aeruginosa PvdQ acylase inhibition. purified PvdQ acylase, fluorescence plate reader. inhibition, % at 10 µM. 340,000 compounds, 0.063% hits. AID 488965; in the data active = inhibition above about 30%, passing the limit was not always enough; inconclusive = no clear call, values can overlap the other calls;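 also: 0% = vehicle neutral wells and 100% = reference inhibitor wells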
LANA DNA inh – inhibitors of KSHV LANA C-terminal domain DNA binding | 340,000 compounds, 0.078% hits | MBP-C-LANA/FAM-LBS DNA binding, fluorescence polarization | inhibition, % at 9 µM;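 active = highest replicate inhibition at or above 60% at 9 µM, even if other replicates fall short; inactive = all replicates below 60% inhibition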;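 also: 0% = neutral control wells and 100% = 4 µM acridine orange control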
PKA-R2B activ – activators of human PKA-R2B complex; activation, % at 11.4 µM; AID 504700; PKA-R2B holoenzyme dissociation, Cy5-IP20 fluorescence polarization; R2B truncated from residue 108, S112A mutant; 0% DMSO only, 100% 113 µM cGMP; 340,000 compounds, 0.079% hits;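 active = activation above a cutoff set at the mean over all compounds plus 3 SD, cut at about 18% in these data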;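 also: higher means more holoenzyme dissociation and a rise in polarization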
Target sequence (P31323 whole entry, looked up, other chains not shown, the tested form may be a part): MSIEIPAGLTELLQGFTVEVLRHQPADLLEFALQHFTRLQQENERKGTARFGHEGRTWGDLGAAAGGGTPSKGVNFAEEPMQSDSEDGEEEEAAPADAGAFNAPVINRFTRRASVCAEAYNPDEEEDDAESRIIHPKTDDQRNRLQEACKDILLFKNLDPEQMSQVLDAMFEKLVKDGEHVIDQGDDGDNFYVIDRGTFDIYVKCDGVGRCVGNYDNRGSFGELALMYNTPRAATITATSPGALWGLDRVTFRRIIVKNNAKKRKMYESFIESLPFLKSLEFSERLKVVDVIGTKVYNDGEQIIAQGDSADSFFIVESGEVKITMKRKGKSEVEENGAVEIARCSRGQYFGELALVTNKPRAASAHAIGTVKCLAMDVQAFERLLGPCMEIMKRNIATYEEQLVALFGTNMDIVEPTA
Arr AP2 block – inhibitors of human beta-arrestin and AP2 interaction; FITC-arrestin peptide / GST-AP2 beads, flow cytometry; AP2 beta2 appendage carries R879A mutation; inhibition, % at 10 µM; 340,000 compounds, 0.31% hits; AID 504490;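 active = inhibition above a set limit, near 3 SD of compounds lacking own fluorescence, cut at about 54% in these data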;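 also: plate controls were DMSO wells for no effect and 5 µM unlabelled arrestin peptide for full effect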
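System: GST-AP2 R879A bound to glutathione beads, E. coli-expressed. Also added: 50 nM FITC-arrestin peptide. Schedule: compound with beads 12 min RT, then probe 1 h RT. Signal: bead flow cytometry, FITC channel. Read-out basis: percent response.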
DAGLB inh – diacylglycerol lipase beta (human) inhibition; HEK293T DAGLB membrane lysate, EnzChek fluorogenic substrate; inhibition, % at 5.17 µM; 340,000 compounds, 0.059% hits; Q8NCG7; AID 504411; in the data active = inhibition above about 34%;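 also: 0% = enzyme with vehicle and 100% = wells lacking enzyme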
SR-BI HDL uptake – blocks mouse SR-BI lipid uptake from DiI-HDL | inhibition, % at 12.5 µM | Q61009 | AID 488896 | ldlA[mSR-BI] CHO cells, DiI-HDL uptake fluorescence, 3 h | 320,000 compounds, 0.96% hits;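 active = mean replicate inhibition of at least 70% and a set share of replicates each scoring 70 or more; inconclusive = meets just one of the two criteria; inactive = fails both criteria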;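 also: 0% = median of neutral control wells and 100% = median of positive control wells; values of inactives mirror those of a sister screen read the other way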
SR-BI DiI-HDL act – enhances SR-BI lipid uptake from DiI-HDL; activation, % at 12.5 µM; 320,000 compounds, 0.096% hits; CHO ldlA[mSR-BI] cells, DiI-HDL uptake fluorescence, 3 h; 100 = double the neutral-control signal; AID 504775;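 active = mean replicate activation of at least 60% and every replicate at or above 60%; inconclusive = mean or all-replicate condition met, but not both; inactive = mean below 60% and not all replicates reaching 60%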;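 also: 0% = median plate neutral-control signal and 100% = twice that signal; values of inactives mirror those of a sister screen read the other way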
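Assay system: CHO ldlA[mSR-BI] cells, LDL receptor-null, SR-BI overexpressing; medium: Ham's F12 with 0.5% BSA, HEPES 25 mM, pH 7.4; also added: DiI-HDL 10 µg/mL; timing: 3 h uptake period with compound, 37 °C; signal: DiI fluorescence, bottom read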
NSD2 HMT inh – NSD2 (human) methyltransferase inhibition; NSD2 peptide methylation, AlphaScreen, 120 min; inhibition, % at 12.5 µM; O96028; 310,000 compounds, 0.54% hits; in the data active = inhibition above about 50%
Keap1 Nrf2 FP – inhibitors of human Keap1-Nrf2 protein-protein interaction; 340,000 compounds, 0.15% hits; inhibition, % at 9.4 µM; Q14145; Keap1 Kelch-Nrf2 peptide fluorescence polarization, 1536-well; in the data active = inhibition above about 12%; inconclusive = no clear call, values can overlap the other calls; inactive = below about 7.3%;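 also: human Keap1 Kelch domain with fluorescein labeled Nrf2 9mer peptide probe; 0% = neutral control wells and 100% = peptide positive control; higher means more block of Keap1 binding to Nrf2 peptide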
Target sequence (Q14145 whole entry, looked up, the tested form may be a part): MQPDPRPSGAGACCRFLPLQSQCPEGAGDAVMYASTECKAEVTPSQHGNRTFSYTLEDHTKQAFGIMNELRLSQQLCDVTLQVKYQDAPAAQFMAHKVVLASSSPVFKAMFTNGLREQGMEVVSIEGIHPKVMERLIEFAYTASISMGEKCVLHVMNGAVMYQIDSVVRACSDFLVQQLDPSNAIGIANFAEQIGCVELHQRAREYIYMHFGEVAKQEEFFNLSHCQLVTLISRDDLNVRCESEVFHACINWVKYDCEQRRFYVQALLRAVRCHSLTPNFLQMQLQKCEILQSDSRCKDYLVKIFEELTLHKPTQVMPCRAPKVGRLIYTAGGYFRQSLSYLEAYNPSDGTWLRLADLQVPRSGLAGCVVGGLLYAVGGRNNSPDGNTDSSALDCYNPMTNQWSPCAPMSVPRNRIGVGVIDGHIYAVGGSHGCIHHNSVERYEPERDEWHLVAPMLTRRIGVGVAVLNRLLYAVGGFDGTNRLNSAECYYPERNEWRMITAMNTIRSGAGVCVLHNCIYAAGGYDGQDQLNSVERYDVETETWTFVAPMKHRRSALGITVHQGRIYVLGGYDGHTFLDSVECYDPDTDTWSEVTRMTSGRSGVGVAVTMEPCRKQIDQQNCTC
* hit, by the source's call; i = inactive; u = inconclusive; x = not tested or not shown; + = active, no number; & = joins results of further samples.

Labels used below – A = Cardiac RTF inh; B = PvdQ acylase; C = LANA DNA inh; D = PKA-R2B activ; E = Arr AP2 block; F = DAGLB inh; G = SR-BI HDL uptake; H = SR-BI DiI-HDL act; I = NSD2 HMT inh; J = Keap1 Nrf2 FP
O=C(CSc1nnc(CNc2cccc(Cl)c2)o1)OC1CCCCC1
  A: -14; B: 8; C: 0.6; D: 3; E: 20; F: -9; G: -2; H: 2; I: -10; J: 2
COc1cc(-c2nnc(SCC(=O)/C(C#N)=C(\C)N)o2)cc(OC)c1OC
  A: 1; B: -6; C: 0.8; D: -9; E: -11; F: -1; G: 16; H: -16; I: 0; J: -3
Cc1cc(Oc2ccccc2F)nc(NCc2ccccc2)n1
  A: 5; B: 6; C: -1.0; D: 6; E: -1; F: -3; G: 3; H: -3; I: 0; J: 1
CCOc1cc(C)c(Cl)cc1S(=O)(=O)n1cnc2ccccc21
  A: 0; B: -1; C: 1.2; D: -5; E: 30; F: 0; G: -3; H: 3; I: -1; J: -4
C[n+]1c2cc(N)ccc2cc2ccc(N)cc21
  A: i; B: -1&6; C: 195*; D: 4&-2; E: 36&-8; F: i; G: 9&13; H: -9&-13; I: x; J: +
COc1ccc(OCCC(=O)Nc2ccccc2)cc1
  A: 0; B: -11; C: -1.9; D: -2; E: 10; F: -4; G: -23; H: 23; I: 2; J: -5
Cc1ccc(NC(=O)c2ccccn2)cc1S(=O)(=O)N1CCOCC1
  A: 16; B: -6; C: 0.5; D: -12; E: 28; F: 1; G: -25; H: 25; I: -2; J: -1
O=C(Nc1cccc(C(F)(F)F)c1)c1ccc(-n2cncn2)nc1
  A: 4; B: 2; C: 0.0; D: 4; E: 35; F: -2; G: 17; H: -17; I: -1; J: 0
COc1ccc(S(=O)(=O)NC(C(=O)NCCc2ccccn2)C(C)C)cc1 (stereo not drawn)
  A: -3; B: -10; C: 0.4; D: 3; E: -13; F: 0; G: -17; H: 17; I: x; J: -3
COc1ccccc1-c1c(C)nn2c(-c3ccccc3)cc(C)nc12
  A: -9; B: -10; C: 1.3; D: 0; E: 2; F: -1; G: x; H: x; I: -6; J: -5
O=C(C1CCCO1)N(Cc1ccccc1)c1ccccc1 (stereo not drawn)
  A: 2; B: 10; C: 0.8; D: 2; E: 38; F: 0; G: -7; H: 7; I: -1; J: -2
Cc1ccc(S(=O)(=O)Cn2nnnc2C(CC(C)C)N2CCN(C(=O)c3ccco3)CC2)cc1 (stereo not drawn)
  A: -4; B: -10; C: 0.1; D: -5; E: -1; F: 1; G: -7; H: 7; I: 0; J: -7
COc1ccc(/C=C/C(=O)Oc2cccc(/C=N/NC(=O)Cc3ccc(Br)cc3)c2)cc1
  A: -9; B: -19; C: -0.6; D: -1; E: 5; F: 1; G: 27; H: -27; I: -5; J: -6
CSc1ncccc1C(=O)OCC(=O)NC(=O)NCCC(C)C
  A: -3; B: 0; C: 1.3; D: -4; E: -2; F: 3; G: -16; H: 16; I: -3; J: -1
CC(C)C(C(=O)Nc1cccnc1)N1C(=O)c2ccccc2C1=O (stereo not drawn)
  A: -2; B: 2; C: 0.1; D: -5; E: 20; F: 1; G: -20; H: 20; I: -2; J: -6
O=C(/C=C/c1ccc(Cl)cc1)N1CCN(c2ccccc2[N+](=O)[O-])CC1
  A: -6; B: u; C: 1.4; D: 5; E: -1; F: 5; G: 0; H: 0; I: 3; J: 2
COc1ccc(CNC(=O)CN(C(=O)CCC(=O)Nc2ccccn2)c2ccccc2OC)cc1
  A: -5; B: -18; C: 1.4; D: -9; E: 14; F: 1; G: -19; H: 19; I: 0; J: -3
Cc1ccc(N2CC(C(=O)NCCS(=O)(=O)N3CCN(c4ccccc4)CC3)CC2=O)cc1C (stereo not drawn)
  A: -9; B: -13; C: -1.6; D: 2; E: -5; F: 1; G: 17; H: -17; I: 0; J: 0
O=C(NCc1cccnc1)C1CCN(S(=O)(=O)c2cccs2)CC1
  A: 0; B: -1; C: -1.4; D: -2; E: 4; F: 1; G: -46; H: 46; I: 15; J: 4
COc1ccc(S(=O)(=O)NCCCn2ccnc2)cc1C(C)(C)C
  A: -5; B: 9; C: -1.1; D: 2; E: -2; F: -1; G: -11; H: 11; I: 0; J: -5
Cc1cc(C)c(C(=O)Nc2ccc(C)c(C)c2)c(CC(C)(C)C(=O)O)c1
  A: 0; B: -4; C: 0.0; D: 1; E: 44; F: -1; G: -7; H: 7; I: -1; J: -1
NS(=O)(=O)c1ccc(CCNC(=O)Cc2cccs2)cc1
  A: -8; B: -14; C: -1.2; D: 2; E: -6; F: 0; G: 9; H: -9; I: -3; J: -4
CCCN1C2CCCC1CC(NC(=O)c1ccccc1)C2 (stereo not drawn)
  A: -1; B: 9; C: 0.3; D: -5; E: 12; F: -1; G: -7; H: 7; I: 12; J: -3
Cc1cccc(NC(=S)N(CCN(C)C)Cc2cccs2)c1
  A: 4; B: -10; C: -1.6; D: -6; E: 7; F: -1; G: -7; H: 7; I: 2; J: -3
O=C(/C=C/c1ccc(OC(F)F)cc1)OCC(=O)N1CCc2ccccc21
  A: 3; B: -4; C: 1.3; D: 0; E: -23; F: -1; G: -10; H: 10; I: 0; J: 1
O=C(CSc1nc2ccccc2[nH]1)Nc1ccccc1N1CCOCC1
  A: 5; B: -1; C: -0.6; D: -3; E: -5; F: 1; G: 8; H: -8; I: x; J: 0
Cc1ccccc1S(=O)(=O)Cc1ccc(C(=O)NC2CCCCC2)o1
  A: -6; B: -15; C: -0.6; D: 7; E: -9; F: -1; G: -2; H: 2; I: -6; J: -4
Cc1cc(C)nc(NS(=O)(=O)c2ccc(NC(=O)c3ccccc3C)cc2)n1
  A: 3; B: -1; C: 2.4; D: -4; E: -6; F: -2; G: -37; H: 37; I: -6; J: 3
O=C(Nc1ccc(Cl)cn1)Nc1ccccc1F
  A: -2; B: -17; C: -0.7; D: 3; E: -1; F: 0; G: -13; H: 13; I: -1; J: 0
COc1ccccc1C(=O)NNC(=O)c1cccc(C)c1
  A: 0; B: -6; C: -1.6; D: 9; E: 6; F: 1; G: -29; H: 29; I: -3; J: -1
CC(=O)Nc1nonc1-c1nc2ccccc2n1Cc1ccccn1
  A: 0; B: 0; C: -1.2; D: -2; E: -1; F: -1; G: 15; H: -15; I: 0; J: -2
CC(C)Oc1ccc(S(=O)(=O)N2CCOCC2)cc1NC(=O)C1CCCC1
  A: -3; B: -15; C: -4.0; D: -4; E: 3; F: -2; G: -19; H: 19; I: -1; J: -3
Cc1cc(C)cc(-n2cc(C(=O)O)c(=O)cc2C)c1
  A: -9; B: -3; C: 0.5; D: 6; E: x; F: 0; G: -13; H: 13; I: 0; J: -6
CCOC(=O)c1ccc(NC(=O)C(C)NS(=O)(=O)c2ccc(OC)cc2)cc1 (stereo not drawn)
  A: -7; B: 15; C: -0.4; D: 6; E: 4; F: -2; G: 18; H: -18; I: 0; J: 3
O=C(Nc1cccc(S(=O)(=O)N2CCCC2)c1)c1cc(S(=O)(=O)N2CCOCC2)ccc1F
  A: -2; B: -7; C: -0.7; D: 2; E: -2; F: -1; G: 15; H: -15; I: -2; J: -6
CCCc1nc(N)nc2c1C(=O)CC(C)(C)C2
  A: 2; B: -10; C: -0.6; D: 5; E: 12; F: -2; G: -20; H: 20; I: -2; J: -1
Cn1cc(C(=O)N2CCN(c3cccc(Cl)c3)CC2)c(=O)c2cc(S(=O)(=O)N3CCOCC3)ccc21
  A: -12; B: 0; C: -2.2; D: -3; E: 26; F: 2; G: -11; H: 11; I: 6; J: 2
Cc1cc(N)n(-c2ccc(S(N)(=O)=O)cc2[N+](=O)[O-])n1
  A: -5; B: -6; C: 2.0; D: 0; E: 0; F: -2; G: 2; H: -2; I: 1; J: 4
CC12CN3CCN(CC(C3)/C1=N\NC(=O)c1ccccc1N)C2
  A: -7; B: -18; C: 0.5; D: -7; E: -12; F: 0; G: -21; H: 21; I: 0; J: -7
CN(CCc1ccccn1)C(=O)CCC1CCCN(C(=O)c2ccccn2)C1 (stereo not drawn)
  A: -8; B: 5; C: -0.9; D: -12; E: 13; F: -2; G: -15; H: 15; I: 1; J: -3
CCN(c1ccccc1)S(=O)(=O)c1ccc2[nH]cc(C(=O)N3CCOCC3)c(=O)c2c1
  A: -12; B: 8; C: 1.2; D: -4; E: 15; F: 3; G: -2; H: 2; I: 17; J: -5
N#CCSc1nnc(-c2cnccn2)n1Cc1ccccc1
  A: -8; B: -6; C: -0.8; D: -8; E: -5; F: -1; G: 3; H: -3; I: -1; J: 2
COc1ccc2[nH]c(=O)c(CN(C)C(=O)C3CCCCC3)cc2c1
  A: 6; B: -4; C: -0.7; D: -1; E: 5; F: -1; G: -6; H: 6; I: -6; J: 4
O=C(c1cccc(Oc2ccccc2)c1)N1CCN(c2ccccn2)CC1
  A: 9; B: 7; C: -0.5; D: 14; E: 21; F: -3; G: -14; H: 14; I: 0; J: 2
CC(=O)Oc1ccc(C(=O)Nc2cccnc2)cc1
  A: -3; B: -7; C: -2.2; D: -1; E: 7; F: 1; G: -36; H: 36; I: -1; J: -3
O=C(CN1C(=O)C2CC=CCC2C1=O)OCC(=O)c1ccc(Cl)c([N+](=O)[O-])c1 (stereo not drawn)
  A: -2; B: -11; C: -2.1; D: 12; E: 18; F: 2; G: 29; H: -29; I: 0; J: -1
O=C(c1ccc2oc(CCCc3ccccc3)nc2c1)N1CCCC1
  A: 3; B: -11; C: -0.8; D: -3; E: -5; F: -1; G: 9; H: -9; I: -1; J: -5
Cc1nc2ccccc2c(=O)n1/N=C/c1ccccn1
  A: 11; B: -3; C: -1.0; D: 9; E: 1; F: 2; G: -20; H: 20; I: 0; J: 2
O=C(COC(=O)C1CCN(S(=O)(=O)c2cccs2)CC1)c1ccc2c(c1)OCCO2
  A: -10; B: -9; C: -0.5; D: 12; E: -1; F: -7; G: 6; H: -6; I: 0; J: -5
COc1ccc(C(C)(C)C)cc1NC(=O)C1CC=CCC1C(=O)O (stereo not drawn)
  A: 4; B: -6; C: 1.8; D: -9; E: -1; F: 0; G: -10; H: 10; I: x; J: -1
